Source: PubChem BioAssay (NCI)
All columns: NCI-60 one-dose screen, growth in % after 48 h at 10 µM unless noted; 100 = growth as untreated, 0 = no growth, -100 = all killed.
NCI-H460: NCI-H460 lung cancer. actives 6.8% (n = 82,000)
NCI-H226: NCI-H226 lung cancer; AID 1794732; actives 3.5% (n = 79,000)
NCI-H23: NCI-H23 lung cancer. actives 4% (n = 80,000)
HCT-15: HCT-15 colon cancer | actives 5.2% (n = 82,000)
SW-620: SW-620 colon cancer | AID 1794795 | actives 5.2% (n = 82,000)
HT29: HT29 colon cancer | actives 7.4% (n = 81,000) | AID 1794748
COLO 205: COLO 205 colon cancer; actives 7.3% (n = 79,000)
NCI-H322M: NCI-H322M lung cancer; actives 2.7% (n = 80,000)
NCI-H522: NCI-H522 lung cancer; AID 1794739; actives 8% (n = 78,000)
* marks the source's active call; other numbers are inactive results; & = joins results of further samples. Rule for the calls: active = growth percent below 10; inactive = the rest.

`N#Cc1cn(-c2ncc(C(N)=O)c(N)n2)nc1N=N` gave NCI-H460 105, NCI-H226 99, NCI-H23 98, HCT-15 109, SW-620 101, HT29 93, COLO 205 124, NCI-H322M 92 and NCI-H522 82.
`CN1C(=O)[C@H]2c3c(cccc31)[C@H]1[C@@H](O)[C@H](CCC1(C)C)C2(C)C` gave NCI-H460 111, NCI-H226 107, NCI-H23 95, HCT-15 108, SW-620 105, HT29 99, COLO 205 113, NCI-H322M 90 and NCI-H522 95.
Screening CCOc1ccc2nc(NCc3ccc(C(C)C)cc3)sc2c1 returned NCI-H460 114, NCI-H226 95, NCI-H23 94, HCT-15 87, SW-620 103, HT29 105, COLO 205 109, NCI-H322M 103 and NCI-H522 90.
`Cn1c(-c2c(N)n(Cc3cccnc3)c3nc(C#N)c(C#N)nc23)nc2ccccc21` gave NCI-H460 106, NCI-H226 98, NCI-H23 92, HCT-15 95, SW-620 95, HT29 92, COLO 205 117, NCI-H322M 77 and NCI-H522 76.
Screening CC(C)Cc1c[nH]c(=O)[nH]c1=O returned NCI-H460 107, NCI-H226 103, NCI-H23 103, HCT-15 108, SW-620 102, HT29 105, COLO 205 102, NCI-H322M 105 and NCI-H522 103.
`CCN1CCN(c2oc(-c3ccc(Cl)cc3)nc2C#N)CC1` gave NCI-H460 103, NCI-H226 103, HCT-15 101, SW-620 99, HT29 98, COLO 205 109, NCI-H322M 85 and NCI-H522 96.
c1ccc(-c2onc3ccc(-n4nncc4C4CCCO4)cc23)cc1 (stereo unspecified) was read as NCI-H460 104, NCI-H226 99, NCI-H23 99, HCT-15 102, SW-620 103, HT29 88, COLO 205 111, NCI-H322M 94 and NCI-H522 65.
COC(=O)Nc1ccc(-c2nc(-c3cccc(O)c3)c(-c3ccnc(Br)c3)[nH]2)cc1 was read as NCI-H460 27, NCI-H226 64, NCI-H23 67, HCT-15 51, SW-620 70, HT29 74, COLO 205 95, NCI-H322M 68 and NCI-H522 56.
Cc1cc2c(cc1C)[n+](Cc1ccc3ccccc3n1)cn2Cc1ccc2ccccc2n1 was read as NCI-H460 0.3*, NCI-H226 9.6*, NCI-H23 1.6*, HCT-15 66, SW-620 9.3*, HT29 -15*, COLO 205 -62* and NCI-H322M 36.
For COc1cccc(C2C3=C(COC3=O)N(CCO)c3cc(OC)c(OC)cc32)c1 (stereo unspecified) the results were NCI-H460 119, NCI-H226 110, NCI-H23 105, HCT-15 97, SW-620 108, HT29 97, COLO 205 114, NCI-H322M 102 and NCI-H522 93.
For O=C(c1nnc(Nc2cccc(Br)c2)o1)c1c[nH]c2ccccc12 the results were NCI-H460 101, NCI-H226 85, NCI-H23 91, HCT-15 67, SW-620 101, HT29 106, COLO 205 102, NCI-H322M 87 and NCI-H522 101.
CC(=O)Oc1csc(N(C(C)=O)c2cccc(Br)c2)n1 was read as NCI-H460 101, NCI-H226 100, NCI-H23 90, HCT-15 95, SW-620 96, HT29 107, COLO 205 99, NCI-H322M 93 and NCI-H522 91.
`CC(C)CCC[C@@H](C)C1CCC2C3CCC4=C/C(=N/OCCN5CCCC5)CC[C@]4(C)C3CC[C@@]21C` (stereo partly specified) gave NCI-H460 100, NCI-H226 93, NCI-H23 85, HCT-15 100, SW-620 89, HT29 67, COLO 205 87, NCI-H322M 85 and NCI-H522 73.
`COc1ccc2c(c1)CC[C@@H]1[C@@H]2CC[C@]2(C)C3C(=CC(COC(C)=O)C4C(=O)c5cccc(O)c5C(=O)C43)C[C@@H]12` (stereo partly specified) gave NCI-H460 103, NCI-H226 104, NCI-H23 97, HCT-15 93, SW-620 99, HT29 88, COLO 205 104, NCI-H322M 82 and NCI-H522 102.
`O=C(COc1ccc(/C=C2\Oc3ccccc3C2=O)cc1)Nc1nc2ccccc2s1` gave NCI-H460 111, NCI-H226 98, NCI-H23 49, HCT-15 98, SW-620 96, HT29 93, COLO 205 91, NCI-H322M 118 and NCI-H522 -80*.
For CN1C(=O)C(N=Nc2ccc([N+](=O)[O-])cc2)SC1=S (stereo unspecified) the results were NCI-H460 45&38, NCI-H226 70&81, NCI-H23 44&64, HCT-15 51&52, SW-620 60&49, HT29 80&64, COLO 205 74&67, NCI-H322M 72&62 and NCI-H522 68&53.
Screening CCN(CC)c1ccc(CCc2ccc(N(CC)CC)cc2N)c(N)c1 returned NCI-H460 107, NCI-H226 93, NCI-H23 95, HCT-15 97, SW-620 95, HT29 91, COLO 205 99, NCI-H322M 91 and NCI-H522 73.
`C=C(C)[C@@H]1CC[C@]2(C(=O)O)CC[C@]3(C)[C@H](CC[C@@H]4[C@@]5(C)C[C@@H](Cc6cn(CCOC7OC(CO)C(O)C(O)C7O)nn6)[C@H](O)C(C)(C)[C@@H]5CC[C@]43C)[C@@H]12` (stereo partly specified) gave NCI-H460 110, NCI-H226 96, NCI-H23 98, HCT-15 100, SW-620 101, HT29 103, COLO 205 113, NCI-H322M 106 and NCI-H522 97.
CNC(=O)OC(C)(C)C#N was read as NCI-H460 107, NCI-H226 94, NCI-H23 97, HCT-15 108, SW-620 109, HT29 109, COLO 205 95, NCI-H322M 95 and NCI-H522 96.
ClC(Cl)(Cl)c1cccc(C(Cl)(Cl)Cl)c1 was read as NCI-H460 104, NCI-H226 94, NCI-H23 104, HCT-15 109, SW-620 100, HT29 86, COLO 205 103, NCI-H322M 86 and NCI-H522 79.
For COc1ccc2[nH]c(=O)c(CSc3ccc(Nc4nccc(-c5ccc(Cl)cc5)n4)cc3)cc2c1 the results were NCI-H460 112, NCI-H226 39, NCI-H23 84, HCT-15 97, SW-620 105, HT29 104, COLO 205 108, NCI-H322M 96 and NCI-H522 87.
Screening CCCCN(CC)CC(CC)Nc1cc(OC)cc2cccnc12 (stereo unspecified) returned NCI-H460 110, NCI-H226 107, NCI-H23 113, HCT-15 97, SW-620 108, HT29 103, COLO 205 119, NCI-H322M 110 and NCI-H522 118.
`COc1ccc(C(=O)C2CC2)cc1` gave NCI-H226 102, NCI-H23 104, HCT-15 93, HT29 114, COLO 205 104, NCI-H322M 105 and NCI-H522 117.
`S=c1nc(-c2ccccc2)cc(-c2cc3ccccc3nc2Cl)[nH]1` gave NCI-H460 90, NCI-H226 77, NCI-H23 79, HCT-15 50, SW-620 48, HT29 68, COLO 205 96, NCI-H322M 98 and NCI-H522 58.
CC(=O)N1CCN(CCNC(=O)n2cc(-c3ccncc3)c(-c3cc(O)cc(Cl)c3)n2)CC1 was read as NCI-H460 89, NCI-H226 102, NCI-H23 100, HCT-15 51, SW-620 77, HT29 22, COLO 205 87 and NCI-H322M 106.
Screening CC(=O)Nc1nc(C)c(-c2n[nH]c(=S)n2-c2ccccc2)s1 returned NCI-H460 104, NCI-H226 107, NCI-H23 96, HCT-15 102, SW-620 101, HT29 104, COLO 205 124 and NCI-H522 110.
For COc1cc2cc(/C=C/C(=O)c3ccc(Nc4nccc(-c5ccc6ccccc6c5)n4)cc3)c(=O)[nH]c2cc1OC the results were NCI-H460 108, NCI-H226 96, NCI-H23 101, HCT-15 101, SW-620 102, HT29 88, COLO 205 126, NCI-H322M 94 and NCI-H522 97.
Screening O=C(CN1C(=O)/C(=C/c2cccs2)SC1=S)NCCc1c[nH]c2ccccc12 returned NCI-H460 101, NCI-H226 91, NCI-H23 95, HCT-15 103, SW-620 102, HT29 105, COLO 205 108, NCI-H322M 106 and NCI-H522 89.
`NS(=O)(=O)c1ccc(NC(=O)CCS(=O)(=O)c2ccccc2)cc1` gave NCI-H460 115, NCI-H226 111, NCI-H23 112, HCT-15 108, SW-620 107, HT29 108, COLO 205 113, NCI-H322M 111 and NCI-H522 93.
COc1ccc(C(=O)NNC(=O)c2cc(OC)c(OC)c(OC)c2)cc1OP(=O)(O)O was read as NCI-H460 92, NCI-H226 78, NCI-H23 94, HCT-15 93, SW-620 91, HT29 85, COLO 205 106, NCI-H322M 92 and NCI-H522 38.
CC(C(=O)OC1CC(C)(C)N([O])C(C)(C)C1)c1cccc(C(=O)c2ccccc2)c1 (stereo unspecified) was read as NCI-H460 104, NCI-H226 91, NCI-H23 93, HCT-15 88, SW-620 90, HT29 93, NCI-H322M 105 and NCI-H522 83.
`CNC(=O)c1cc(Oc2cccc3nc(Nc4ccc(Oc5ccccc5)cc4)ccc23)ccn1` gave NCI-H460 62, NCI-H226 66, NCI-H23 78, HCT-15 55, SW-620 88, HT29 62, COLO 205 46, NCI-H322M 100 and NCI-H522 63.
`CC(=O)N1N=C(c2ccc(C)cc2)CC1c1ccc(Oc2ccc(Cl)cc2)cc1` (stereo unspecified) gave NCI-H460 105, NCI-H226 94, NCI-H23 88, HCT-15 82, SW-620 91, HT29 78, COLO 205 100, NCI-H322M 86 and NCI-H522 83.
CCOC(=O)c1c2c(c(C)n1C)-c1nn(-c3ccc(OC)cc3)cc1CC2 was read as NCI-H460 83, NCI-H226 86, NCI-H23 83, HCT-15 69, SW-620 94, HT29 74, NCI-H322M 92 and NCI-H522 74.
COc1ccc(/C=N/NC(=O)C[N+](C)(C)C)cc1S(=O)(=O)O was read as NCI-H460 112, NCI-H226 110, NCI-H23 99, HCT-15 102, SW-620 104, HT29 96, COLO 205 117, NCI-H322M 120 and NCI-H522 97.
C/C(=N\NS(=O)(=O)c1ccc(C)cc1)c1ccccc1 was read as NCI-H460 106&111, NCI-H226 101, NCI-H23 108&97, HCT-15 100&99, SW-620 102&110, HT29 103&103, COLO 205 114&108, NCI-H322M 111&103 and NCI-H522 96&93.
S=c1[nH]cnc(S)c1Cl was read as NCI-H460 108, NCI-H226 99, NCI-H23 96, HCT-15 108, SW-620 106, HT29 80, COLO 205 103, NCI-H322M 101 and NCI-H522 61.
Screening CC1(C)CC2=C3C=C[C@@H]4[C@@]5(C)CC[C@@H](O)C(C)(C)[C@@H]5CC[C@@]4(C)[C@]3(C)CC[C@@]2(C(=O)O)C[C@H]1O returned NCI-H460 91, NCI-H226 54, NCI-H23 66, HCT-15 64, SW-620 74, HT29 50, COLO 205 88, NCI-H322M 83 and NCI-H522 59.
Screening CSc1nnc2n(C)c(=O)c(C#N)c(-c3ccco3)n12 returned NCI-H460 103, NCI-H226 86, NCI-H23 85, HCT-15 97, SW-620 103, HT29 104, COLO 205 122, NCI-H322M 101 and NCI-H522 98.
Screening c1ccc(C2CN3CCSC3=N2)cc1 (stereo unspecified) returned NCI-H460 115&112&111&119, NCI-H226 107&100&108&107, NCI-H23 100&92&103&110, HCT-15 98&111&106&104, SW-620 102&113&108&109, HT29 85&118&102&107, COLO 205 117&124&108&111, NCI-H322M 117&102&109&104 and NCI-H522 80&95&106&101.

In the list so far, 3 have bromine:
COC(=O)Nc1ccc(-c2nc(-c3cccc(O)c3)c(-c3ccnc(Br)c3)[nH]2)cc1 was read as NCI-H460 27, NCI-H226 64, NCI-H23 67, HCT-15 51, SW-620 70, HT29 74, COLO 205 95, NCI-H322M 68 and NCI-H522 56.
For O=C(c1nnc(Nc2cccc(Br)c2)o1)c1c[nH]c2ccccc12 the results were NCI-H460 101, NCI-H226 85, NCI-H23 91, HCT-15 67, SW-620 101, HT29 106, COLO 205 102, NCI-H322M 87 and NCI-H522 101.
CC(=O)Oc1csc(N(C(C)=O)c2cccc(Br)c2)n1 was read as NCI-H460 101, NCI-H226 100, NCI-H23 90, HCT-15 95, SW-620 96, HT29 107, COLO 205 99, NCI-H322M 93 and NCI-H522 91.

Three entries drawn at random from the list so far:
`NS(=O)(=O)c1ccc(NC(=O)CCS(=O)(=O)c2ccccc2)cc1` gave NCI-H460 115, NCI-H226 111, NCI-H23 112, HCT-15 108, SW-620 107, HT29 108, COLO 205 113, NCI-H322M 111 and NCI-H522 93.
`COc1ccc(C(=O)C2CC2)cc1` gave NCI-H226 102, NCI-H23 104, HCT-15 93, HT29 114, COLO 205 104, NCI-H322M 105 and NCI-H522 117.
S=c1[nH]cnc(S)c1Cl was read as NCI-H460 108, NCI-H226 99, NCI-H23 96, HCT-15 108, SW-620 106, HT29 80, COLO 205 103, NCI-H322M 101 and NCI-H522 61.

New compounds follow.
Cc1ccc(-c2nn(-c3ccccc3)cc2/C=C/C(=O)OCc2cn(-c3ccc(C)cc3)nn2)cc1 was read as NCI-H460 88, NCI-H226 85, NCI-H23 75, HCT-15 105, SW-620 95, HT29 89, COLO 205 121, NCI-H322M 96 and NCI-H522 77.
For C=C(C)[C@@H]1CC=C2c3sc(-c4ccccc4O)nc3C[C@@H](C)[C@]2(C)C1 the results were NCI-H460 106, NCI-H226 111, NCI-H23 99, HCT-15 104, SW-620 103, HT29 99, COLO 205 117, NCI-H322M 106 and NCI-H522 96.
`COc1ccc(C2=NN(C=O)C(c3ccc(Cl)cc3)C2)cc1S(N)(=O)=O` (stereo unspecified) gave NCI-H460 103, NCI-H226 94, NCI-H23 90, HCT-15 101, SW-620 96, HT29 98, COLO 205 106, NCI-H322M 101 and NCI-H522 92.
Screening COc1cc(C2CC(=O)Nc3c(-c4ccc(Cl)cc4)nsc32)c(OC)c2c1OCO2 (stereo unspecified) returned NCI-H460 93, NCI-H23 90, HCT-15 81, SW-620 115, HT29 83, COLO 205 106, NCI-H322M 102 and NCI-H522 75.
For O=C1C2=C(CCN(Cc3ccccc3)C2)N2CCN=C2N1Cc1ccc(F)cc1F the results were NCI-H460 15, NCI-H226 29, NCI-H23 32, HCT-15 20, SW-620 41, HT29 34, NCI-H322M 45 and NCI-H522 24.
Cc1ccc(/C(=N/c2sc(-c3ccccc3)nc2-c2ccccc2)N2CCC(C)CC2)cc1 was read as NCI-H460 108, NCI-H226 106, HCT-15 104, SW-620 104, HT29 101, COLO 205 119, NCI-H322M 113 and NCI-H522 100.
Screening CCOC(=O)C1=C(C(F)(F)F)NC(=S)NC1CN1C(=O)c2ccccc2C1=O (stereo unspecified) returned NCI-H460 106, NCI-H226 116, NCI-H23 87, HCT-15 109, SW-620 93, HT29 108, COLO 205 119, NCI-H322M 103 and NCI-H522 111.
